# TLR4-MyD88 BLA = TLR4-MyD88 interaction inhibition in cells; HeLa CL3-4 TLR4/MyD88 BLA complementation, FRET ratio; O00206+Q99836; AID 861; hit rate 0.18% among 200,000; inhibition, % at 8.4 µM; in the data active = inhibition above about 25%;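 also: 0% = vehicle and 100% = reference inhibitor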
# Diaph inh CS = diaphorase inhibition or chemical oxidation counter-screen; diaphorase resazurin-to-resorufin fluorescence, NADH, 16 min; bacterial (C. kluyveri) enzyme, not human; inhibition, % at 20 µM; hit rate 0.69% among 190,000; AID 1217;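 active = primary screen inhibition at 20 µM above a set limit, cut at about 50% in these data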;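 also: plate controls were DMSO with full reaction for no effect and wells lacking NADH for full effect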
#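 Assay system – diaphorase enzyme from Clostridium kluyveri · Amount – diaphorase 0.14 U/mL (working solution) · Times – reaction incubation of 16 min at room temperature · Controls – No-NADH positive control and DMSO neutral control · Signal – resorufin fluorescence 544/590 nm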
# PMI activator = activators of human phosphomannose isomerase; hit rate 0.005% among 190,000; purified human PMI, coupled resazurin fluorescence, 20 min; stronger effect = higher value; 1 = vehicle control, 0 substrate-free wells; activation factor at 20 µM; P34949; AID 1214;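 active = activation factor of 2 or more at 20 µM, relative to plate controls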
# Target sequence (P34949 whole entry, looked up): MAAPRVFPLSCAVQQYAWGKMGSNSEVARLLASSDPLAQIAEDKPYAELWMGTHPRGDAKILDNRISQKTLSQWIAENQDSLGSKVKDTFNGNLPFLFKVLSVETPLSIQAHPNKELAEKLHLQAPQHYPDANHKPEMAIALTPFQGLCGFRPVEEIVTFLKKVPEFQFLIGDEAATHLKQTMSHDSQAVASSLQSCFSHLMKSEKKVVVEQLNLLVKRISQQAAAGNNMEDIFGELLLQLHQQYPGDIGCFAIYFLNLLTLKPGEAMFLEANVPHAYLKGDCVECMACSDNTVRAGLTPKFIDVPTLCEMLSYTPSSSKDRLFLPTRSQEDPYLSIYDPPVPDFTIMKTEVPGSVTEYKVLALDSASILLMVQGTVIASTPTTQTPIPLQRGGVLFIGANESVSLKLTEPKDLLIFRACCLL
# Hsp70 activator = switches on Hsp70 transcription. HeLa Hsp70 promoter luciferase reporter, luminescence; scaled: vehicle 0, proteasome-inhibitor control 100%. activation, % at 10 µM. hit rate 0.04% among 200,000. AID 1203;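 active = activation above the mean across all tested compounds plus 3 SD, cutoff set per campaign, cut at about 5.5% in these data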;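 also: 100% = MG132 at 30 µM as the positive control and 0% = DMSO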
# PMI act hi M6P = activators of human phosphomannose isomerase at near-saturating mannose 6-phosphate. coupled PMI enzyme assay, resazurin fluorescence, 20 min; stronger effect = higher value; 1 = untreated enzyme, 0 = substrate-free blank. P34949. activation factor at 20 µM. hit rate 0.34% among 190,000;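 active = activation factor of 2 or more at 20 µM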
#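 Material: human phosphomannose isomerase with PGI, G6PDH, diaphorase coupling enzymes. Quantity: 15 ng/mL PMI. Medium: HEPES pH 7.4 buffer with MgCl2 and Tween-20. Reagent: Near-saturating mannose-6-phosphate, 1.0 mM. Compound: 20 µM single dose. Times: enzyme reaction with compound 20 min at room temperature. Detection: resorufin fluorescence at Ex 544/Em 590 nm.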
# Redox H2O2 prof = compounds producing H2O2 with reducing agent – biochemical, NIH compound library profiling, artefact control for MLSCN library redox annotation, primary screen; DTT-dependent redox cycling H2O2, phenol red/HRP absorbance; 100% = 100 µM peroxide control, 0% = buffer; activation, % at 10 µM; hit rate 0.03% among 200,000;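 active = activation of at least 50% relative to the plate's high and low controls in the primary single-dose screen; inactive = activation below 50%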;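 also: compound incubated with DTT at 0.8 mM final as the reducing agent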
# S1P3 antag = blocks the human S1P3 receptor; Q99500; CHO S1P3 NFAT-BLA reporter, FRET fluorescence, antagonist mode; inhibition, % at 4.98 µM; hit rate 0.27% among 170,000;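 active = inhibition above the plate cutoff, the mean inhibition of test wells on that plate plus 3 SD, cut at about 28% in these data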;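 also: cells challenged with S1P at its EC80 of 0.8 µM; blue over green emission ratio from cleaved BLA substrate after 4 h stimulation; 0% = S1P-stimulated wells and 100% = unstimulated DMSO-only wells; some compounds past the cut are filed as inactive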
# Target sequence (Q99500 whole entry, looked up): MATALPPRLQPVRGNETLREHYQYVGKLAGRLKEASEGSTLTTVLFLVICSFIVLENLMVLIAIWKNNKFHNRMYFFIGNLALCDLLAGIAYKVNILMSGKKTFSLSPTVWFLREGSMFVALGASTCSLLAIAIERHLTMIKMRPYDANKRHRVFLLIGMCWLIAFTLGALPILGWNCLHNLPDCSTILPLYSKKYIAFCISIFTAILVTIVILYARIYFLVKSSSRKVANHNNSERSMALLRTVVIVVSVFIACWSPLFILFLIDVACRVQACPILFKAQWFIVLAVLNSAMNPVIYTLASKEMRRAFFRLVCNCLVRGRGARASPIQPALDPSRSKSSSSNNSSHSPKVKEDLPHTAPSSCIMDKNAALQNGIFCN
# RAM network inh = blocks the yeast RAM network | S. cerevisiae dse1pr::URA3 reporter, 5-FOA growth OD615, 2 d; analog-sensitive cbk1-as2 kinase mutant strain | hit rate 1.8% among 190,000 | inhibition, % at 50 µM | AID 868;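 active = inhibition above a set limit, 3 SD over mean compound inhibition, cut at about 8.4% in these data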;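 also: 0% = DMSO-only wells with no growth and 100% = 10 µM 1-NA-PP1 full growth; inhibition rescues growth on 5-FOA so higher OD means more RAM inhibition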
# L major viab = Leishmania major promastigote growth inhibition; Leishmania major promastigotes, resazurin fluorescence viability; inhibition, % at 10 µM; hit rate 9% among 200,000; AID 1063;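 also: promastigotes grown with compound for 44 hours at 28 °C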
# G6PDH CS = counter-screen for G6PDH assay hits: L. mesenteroides G6PDH inhibition; Purified L. mesenteroides G6PDH, diaphorase/resazurin coupled fluorescence, 45 min; inhibition, % at 5 µM; hit rate 0.12% among 200,000; AID 1020
# Diaph act CS = counter-screen for diaphorase-based assays: diaphorase activators and chemical reducers. Diaphorase/resazurin coupled assay, resorufin fluorescence, 16 min; stronger effect = higher value; 1 = vehicle wells, 0 = NADH-free wells. activation factor at 20 µM. hit rate 0.005% among 190,000. AID 1229;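 active = diaphorase activity raised at least twofold by the compound at 20 µM; inactive = activation factor below 2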
#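 Material: purified diaphorase enzyme from Clostridium kluyveri / Medium: HEPES pH 7.4 buffer with MgCl2 and Tween 20 / Schedule: enzyme reaction of 16 min at room temperature / Measured by: resorufin fluorescence, excitation 544 nm, emission 590 nm / Evaluation: rise in resorufin formation, marking diaphorase activation or chemical reduction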
# An asterisk follows results filed as active; · = not tested or not shown. Rule as the data show it, unless noted: active = inhibition above about 50%; inactive = the rest.
SMILES,TLR4-MyD88 BLA,Diaph inh CS,PMI activator,Hsp70 activator,PMI act hi M6P,Redox H2O2 prof,S1P3 antag,RAM network inh,L major viab,G6PDH CS,Diaph act CS
COc1ccc(C)cc1NC(=O)Cn1cnc2sc(C)c(S(=O)(=O)N3CCOCC3)c2c1=O,19.2,10.9,1,0.2,1,2.6,·,6.2,9.5,6.2,0.9
CCC(CC)c1nnc(NC(=O)CCN2C(=O)c3ccccc3C2=O)s1,4.8,2.7,1,0.2,1,0.3,·,2.9,-3.2,4.7,1
CCCCCCNC(=O)CCNS(=O)(=O)c1ccc(C)cc1,3.8,-6.1,1.1,-0.4,1.1,-0.3,16.6,0.4,-1.7,5.0,1.1
Brc1ccc(OCc2cn3ccccc3n2)cc1,-9.2,-6.3,1,-0.2,1,-0.2,-7.7,1.5,11.7,2.6,1.1
Nn1c(SCC(=O)NCc2ccccc2)nncc1=O,8.5,29.5,0.9,-0.5,0.9,1.3,-18.5,-0.2,-5.8,-6.7,0.7
Cc1cccc(C)c1NC(=O)N1CCN(c2nc3ccccc3s2)CC1,-1.3,15.4,0.9,-0.5,0.9,0.1,·,1.3,35.3,11.7,0.8
O=[N+]([O-])c1cc2c(cc1/C=N/NS(=O)(=O)c1ccc(Br)cc1)OCO2,-1.9,26.8,1.6,-0.1,1.3,-1.8,-3.4,7.2,-4.2,8.1,0.7
CN(CCOc1ccc(-c2ccn(S(=O)(=O)c3cccc4ccccc34)n2)cc1)c1ccccn1,4.4,9.9,0.9,0.0,0.9,1.7,·,-0.1,3.9,9.9,0.9
Cn1c(SCC(=O)NC(C)(C)C)nnc1-c1cccc(NC(=O)c2ccccc2F)c1,-7.1,8.8,1,0.0,1.1,0.3,·,1.4,20.0,2.3,0.9
Cc1ccc(NC(=O)CSc2nc(NS(=O)(=O)c3ccccc3)cc(=O)[nH]2)cc1,8.9,8.0,1.1,0.1,1.1,0.1,·,2.1,10.0,-3.3,0.9
Clc1ccc(-c2nnn(Cc3nc4ccccc4s3)n2)cc1,-11.7,9.3,1,0.2,1,0.2,·,2.9,-5.8,0.7,0.9
CCc1ccc(NC(=O)CN2C(=O)C(=O)N(Cc3ccccc3)C2=O)cc1,10.4,-6.5,1.1,-0.2,1.1,0.2,-10.5,2.4,-0.1,3.9,1.1
COC(=O)Cc1csc(Nc2ccccc2Cl)n1,-2.8,8.4,0.9,-0.1,1,-0.1,4.2,0.1,2.0,-7.5,0.9
CC(C)N(C(=S)NC1CC2CCC1C2)c1ccccc1 (stereo unspecified),-12.8,3.0,1,0.3,1,-0.2,1.3,1.2,15.2,-5.3,1
CC(C)C(=O)OCC(=O)Nc1ccc(N=Nc2ccccc2)cc1,-8.6,18.4,0.8,0.1,1,0.4,4.1,3.0,-6.1,-12.8,0.8
CN(C)S(=O)(=O)Oc1cccc(C(=O)Nc2ccc(Cl)cc2)c1,-9.2,7.6,1,0.0,1,0.8,·,-0.1,1.9,12.5,0.9
COc1ccc(C(=O)NNC(=O)c2ccccc2[N+](=O)[O-])cc1[N+](=O)[O-],6.4,-4.4,1,1.0,1.1,-1.3,-8.3,-0.8,-4.6,3.9,1
COc1cccc(NC(=O)CN2CCN(c3nc(-c4cccc(OC)c4)cs3)CC2)c1,-7.3,8.7,1,0.0,1.1,0.6,·,-0.7,9.9,1.4,0.9
Cc1cc(-c2n[nH]c(=S)n2/N=C/c2ccc(Cl)c([N+](=O)[O-])c2)n[nH]1,6.8,23.2,1,-0.3,1.1,0.4,-1.5,1.2,-0.2,6.0,0.8
CCOC(=O)C1CCCN(C(=O)c2cc(Cl)ccc2Cl)C1 (stereo unspecified),4.9,11.7,1,-0.3,1,1.9,15.4,1.1,-4.1,4.2,0.9
CN(C)c1ccc(C2NCC(CCl)O2)cc1 (stereo unspecified),-6.9,-0.2,1,-0.1,0.8,-7.7,·,2.3,-6.5,10.2,1
Cn1c(=O)n(C)c2cc([N+](=O)[O-])c(N3CCN(C(=O)c4cccc(F)c4)CC3)cc21,-8.6,24.7,0.9,-0.3,0.9,-0.2,-4.8,1.6,-0.9,16.3,0.8
Cn1c(SCc2cccnc2)nnc1-c1c[nH]c2ccccc12,2.8,17.4,1,0.1,0.9,-0.4,9.1,0.3,-3.5,-1.2,0.8
CCc1nnc2cccc(Cl)n12,-4.1,1.2,1.1,-0.2,1,-0.9,-9.4,0.9,-9.0,4.1,1
Cc1ccc(C(=O)OCCn2cc(C#N)c(=O)[nH]c2=O)cc1,2.4,-1.1,1,-0.1,0.9,-0.5,-9.3,0.8,2.4,11.5,1
COc1ccccc1NC(=O)C(=O)NCc1ccccc1Cl,-7.3,0.9,1,-0.3,1.1,0.6,-7.3,8.7*,-4.5,13.7,1
N#Cc1c(NC(=O)C2CC2)sc2c1CCCCC2,-0.8,25.3,1.1,0.5,0.9,0.6,-1.3,0.4,4.3,2.6,0.7
CC(=O)N1CCN=C1SCc1ccccc1,3.9,15.9,0.9,-0.2,0.9,-1.3,-4.3,0.7,-9.3,1.5,0.8
CC(C)c1ccc(NC(=O)c2n[nH]c(=O)c3ccccc23)cc1,1.2,-2.3,1.1,0.1,1.1,-1.7,3.5,4.1,-5.6,9.7,1
CCOCCCNC(=O)CN1C(=O)C(CC)Oc2ccccc21 (stereo unspecified),0.6,4.7,1.1,-0.4,1,-3.5,-19.9,0.7,-3.4,2.0,1
O=C(Nc1cc(Cl)cc(Cl)c1)C(NCCO)c1ccccc1 (stereo unspecified),-2.3,18.9,0.9,-0.1,1,-2.8,·,-0.1,-6.1,-1.9,0.8
c1ccc2sc(SN3CCOCC3)nc2c1,-0.8,16.9,1.1,-0.3,1.6,0.2,·,0.1,8.6,-7.4,0.8
CC(=O)c1sc(NC(=O)C2=NN(c3ccccc3)C(=O)CC2)nc1C,0.3,7.6,0.9,0.1,1,-0.5,-13.2,0.5,3.0,3.4,0.9
Cc1nn(Cc2ccccc2)c(C)c1NC(=O)CSc1nc2sc3c(c2c(=O)n1C)CCC3,2.6,·,·,-0.3,·,0.0,-2.7,·,11.7,·,·
CCOC(=O)C1(Cc2ccc(OC)cc2)CCN(C(=O)CCc2cccnc2)CC1,-15.7,9.8,0.9,-0.3,0.8,1.5,5.5,0.5,-1.9,10.9,0.9
COC(=O)c1sc2nc(C)cc(C)c2c1N,9.4,15.8,0.9,-0.1,1,-0.5,0.8,0.9,7.5,-0.4,0.8
Nc1cc(=O)[nH]c(=O)n1CC1CC1,-10.5,6.4,1,-0.2,0.9,-0.6,-22.2,0.4,-4.4,12.6,0.9
CC(C)c1nc(-c2ccc([N+](=O)[O-])cc2)cs1,-6.6,9.2,1,-0.1,1,0.0,4.5,0.7,-0.9,1.2,0.9
C1CCN=C(Nc2nc3c(s2)CCCC3)CC1,11.4,13.9,0.9,0.5,0.8,0.2,·,-0.1,3.6,-9.3,0.9
CCOCCCNC(=S)N1CCCC(c2nc3ccc(C)cc3[nH]2)C1 (stereo unspecified),6.6,15.9,1.1,0.1,1,-0.1,-20.6,0.4,9.6,4.2,0.8
Cn1c(=O)c2c(ncn2CC(=O)N(Cc2ccccc2)c2ccccn2)n(C)c1=O,4.9,10.0,0.9,-0.2,1,2.0,-17.3,0.4,2.4,-1.0,0.9
CCC(=O)NC(=S)Nc1ccc(NC(=O)COc2ccccc2)cc1,5.7,1.9,0.9,-0.4,1,0.3,-8.4,3.1,3.6,-5.0,1
CC(C)(C)OC(=O)N1CCC[C@H]1c1nnc(SCc2ccc(Cl)cc2Cl)o1,0.2,12.5,0.9,-0.4,0.9,3.3,34.6,2.6,3.8,15.5,0.9
CCCn1c(NC(=O)c2ccccc2Br)nc2ccccc21,-0.3,1.8,1.1,-0.1,1.2,-1.6,-16.5,0.7,36.6,3.4,1
CC(=NCCCn1ccnc1)c1c(-c2ccccc2)[nH]n(-c2nc3ccccc3s2)c1=O,7.1,-8.3,1,0.1,1,0.2,·,1.5,23.8,-2.5,1.1
Cc1ccc(Nc2nc(-c3ccncc3)cs2)cc1,-3.7,1.7,1,-0.1,1,-0.1,-5.4,1.7,5.4,6.0,1
C=CCOn1c(=O)c(C)[n+]([O-])c2ccccc21,-0.1,0.6,1,-0.1,1.1,-0.8,25.6,0.4,-4.4,-1.0,1
CCCN1C(=O)/C(=c2\sc3nc(=O)c(Cc4ccc(C)cc4)nn3c2=O)c2ccccc21,-16.9,28.2,0.6,0.0,0.8,-0.3,-11.9,12.2*,-6.2,16.0,0.7
Cc1cc(C2(c3ccc(O)c(C)c3)OC(=O)c3ccccc32)ccc1O,0.8,35.9,0.8,-0.2,0.7,0.9,-11.2,4.7,-11.9,4.9,0.6
Cc1cccc2cc(C#N)c(SCC(=O)Nc3ccccc3N3CCOCC3)nc12,0.6,25.4,1.3,-0.4,1.3,0.5,·,2.6,2.9,14.0,0.7
CCc1ccc2[nH]c(=O)c(CN(CCN(C)C)C(=O)Nc3ccccc3)cc2c1,-6.9,11.3,1,-0.4,0.6,2.4,-12.3,-0.1,-6.8,6.5,0.9
O=C(Nc1cccc2c1C(=O)NC2=O)c1cccc(N2C(=O)CCC2=O)c1,4.7,8.1,1,0.0,1,-0.8,-15.0,5.6,-7.5,-9.1,0.9
CCC1(CC)Cc2ccccc2-c2nc(CN3CCOCC3)[nH]c(=O)c21,-16.9,17.5,0.9,0.1,1,1.2,-8.2,-0.1,12.4,8.3,0.8
Clc1nc2ccccc2cc1/C=N/Nc1nc2ccccc2[nH]1,1.9,-5.1,1,0.0,1.1,1.7,7.7,0.8,21.5,5.2,1.1
CS(=O)(=O)N1CCC(NC(=O)Cc2ccccc2)CC1,12.2,5.7,0.9,0.0,0.9,1.6,-12.9,1.4,4.8,5.2,0.9

# Compounds as they come. About 12% of those tested had a hit in this group.
